Screens as filed in PubChem.
FLuc stim CS: affects firefly luciferase, flagging false hits in luciferase stimulation screens. P08659. ATPlite luciferase biochemical, luminescence, 10 min; 0 = ATP-free wells, 1 = DMSO control. activation factor at 10 µM. 200,000 tested, under 10 active. AID 1027;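 active means luciferase activation factor, scaled between plate controls, of at least 2 with compound at 10 µM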
Target sequence (P08659 whole entry, looked up): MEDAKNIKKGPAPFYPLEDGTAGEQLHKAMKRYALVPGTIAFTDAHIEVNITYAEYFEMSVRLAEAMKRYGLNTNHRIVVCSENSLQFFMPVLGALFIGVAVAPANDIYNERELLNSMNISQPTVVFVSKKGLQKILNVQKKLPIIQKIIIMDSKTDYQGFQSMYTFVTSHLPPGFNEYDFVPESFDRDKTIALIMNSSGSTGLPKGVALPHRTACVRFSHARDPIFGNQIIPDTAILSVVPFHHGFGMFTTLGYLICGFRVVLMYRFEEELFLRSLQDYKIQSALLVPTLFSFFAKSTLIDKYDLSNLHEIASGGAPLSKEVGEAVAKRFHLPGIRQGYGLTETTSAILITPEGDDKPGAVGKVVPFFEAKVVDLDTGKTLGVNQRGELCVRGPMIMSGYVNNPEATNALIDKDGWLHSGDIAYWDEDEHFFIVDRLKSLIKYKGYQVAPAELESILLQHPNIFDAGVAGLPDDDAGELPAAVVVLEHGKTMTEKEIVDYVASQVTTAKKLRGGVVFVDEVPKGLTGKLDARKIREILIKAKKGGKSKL
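System: luciferase plus luciferin reagent, cell-free; medium: PBS as buffer for the ATP substrate; dosing: test compounds dosed from 2 mM stocks in 100% DMSO; timing: 10 min post-reagent at room temperature; measured by: luminescence measurement of luciferase light output; evaluation: luciferase activation, seen as luminescence increase over controls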
NF-kB expr up: compounds increasing NF-kB expression in human neuronal cells | NF-kB reporter expression; hits give high values | AID 1239 | fold change at 12.5 µM | 190,000 compounds, 1.6% hits; in the data active means fold change above about 3.3
STAT3 activator: activators of IL-6 induced STAT3 signaling; U3A cells, IL-6 STAT3-luciferase reporter, luminescence; 100% = signal with IL-6 EC80 alone; activation (% of control), % at 5.6 µM; 190,000 compounds, 0.91% hits; AID 871;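 active means activation above the screen-wide mean of compound activation plus 3 SD, cut at about 130% in these data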;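 further: 0% = background luminescence of wells with medium and substrate only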
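Material: STAT1-lacking human U3A cells, STAT3 luciferase reporter | Benchmarks: IL-6-only wells as 100% reference | Probe or stimulus: IL-6 (33 ng/mL) | Timing: Compound 1 h, then IL-6 6 h at 37 °C | Detection: Luminescence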
APP 5'UTR act: activates APP 5'UTR luciferase reporter; SH-SY5Y APP 5'UTR luciferase reporter, luminescence; zero percent = DMSO vehicle wells; activation, % at 2 µM; 190,000 compounds, 1% hits; AID 1276;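 active means activation above a set limit, based on mean plus 3 SD of controls, cut at about 140% in these data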; further: values of inactives mirror those of a sister screen read the other way
STAT1 activator: activators of IFN-gamma induced STAT1 signaling; NIH 3T3 STAT1-luciferase reporter, luminescence; 100% = IFN-gamma alone, no compound; activation (% of control), % at 5.5 µM; 200,000 compounds, 2.6% hits; AID 932;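 active means activation above the screen-wide mean activation plus 3 SD, cut at about 130% in these data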;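 further: raw ratio to IFN-gamma control signal so 100% means no change and 0% no light; values of inactives mirror those of a sister screen read the other way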
FLuc inh counter: counter-screen for luciferase assay inhibitors: firefly luciferase inhibition; P08659; ATPLite firefly luciferase biochemical luminescence, 10 min; inhibition, % at 10 µM; 200,000 compounds, 1.5% hits; AID 1006;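 active means inhibition above about 50% when tested at 10 µM, limit read from the data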
STAT3 blocker: inhibitors of IL-6 induced STAT3 signaling; U3A cells, IL-6 STAT3-luciferase reporter, luminescence; host cell line lacks STAT1; inhibition, % at 5.5 µM; 190,000 compounds, 0.89% hits;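 active means inhibition above the mean inhibition across all screened compounds plus 3 SD, cut at about 44% in these data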;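 further: 0% = DMSO only wells and 100% = 100 µM nifuroxazide control wells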
STAT1 inh: inhibitors of IFN-gamma induced STAT1 signaling | NIH 3T3 STAT1-luciferase reporter, luminescence | inhibition, % at 5.5 µM | 200,000 compounds, 0.35% hits | AID 920;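 active means inhibition above a set limit, the mean inhibition across all tested compounds plus 3 SD, cut at about 34% in these data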;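 further: 0% = IFN-gamma with DMSO and 100% = IFN-gamma with 300 µM nifuroxazide; values of inactives mirror those of a sister screen read the other way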
APP transl inh: APP translation inhibition | SH-SY5Y APP 5'UTR-luciferase reporter, luminescence | inhibition, % at 2 µM | 190,000 compounds, 0.82% hits;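 active means inhibition above a set limit, derived from the sample mean plus 3 SD, cut at about 45% in these data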; further: values of inactives mirror those of a sister screen read the other way
ROMK primary: human ROMK K+ channel modulation, primary screen; Tet-inducible ROMK, thallium flux fluorescence; actives lie on both sides; P48048; B-score at 10 µM; 130,000 compounds, 2% hits;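 active means signal ratio slope over the read window, or its plate-corrected B-score, at least 3 SD from the plate mean, either direction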;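 further: B-score of the F/F0 ratio slope over 7 to 12 s after thallium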
Target sequence (P48048 whole entry, looked up): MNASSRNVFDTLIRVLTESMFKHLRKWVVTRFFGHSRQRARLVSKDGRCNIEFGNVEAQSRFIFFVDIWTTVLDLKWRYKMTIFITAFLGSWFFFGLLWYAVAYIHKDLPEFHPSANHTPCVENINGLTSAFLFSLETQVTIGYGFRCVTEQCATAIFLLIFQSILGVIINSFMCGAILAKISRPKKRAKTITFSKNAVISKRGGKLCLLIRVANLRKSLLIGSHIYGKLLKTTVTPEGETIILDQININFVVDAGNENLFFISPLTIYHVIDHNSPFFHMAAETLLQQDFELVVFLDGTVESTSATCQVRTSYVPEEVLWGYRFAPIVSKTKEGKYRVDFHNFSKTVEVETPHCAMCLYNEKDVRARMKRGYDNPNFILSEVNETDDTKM
Active calls of the source: *; nt = no result given. No enrichment for hits; overall some 7.1% were active at least once.

Start of the data: the first 6 entries as a preview:
SMILES	FLuc stim CS	NF-kB expr up	STAT3 activator	APP 5'UTR act	STAT1 activator	FLuc inh counter	STAT3 blocker	STAT1 inh	APP transl inh	ROMK primary
Cc1ccc(CNc2ncnc3cc(Cl)ccc23)o1	1.1	0.76	92	10	88	-6	12	13	-10	nt
CCOc1ccc(CNC23CN4CN(CN(C4)C2)C3)cc1	1.1	1.5	99	9	99	-7	3	1	-9	0.077
COc1cccc(CN2CCN(C(=O)c3ccc(-c4ccccc4)cc3)CC2)c1	1.1	0.84	91	9	98	-7	13	2	-9	-0.1
O=C(Nc1cccc(Cl)c1)Nc1ccc2c(c1)C(=O)OC2	1	1.3	90	14	92	1	14	8	-14	-0.14
COc1ccc(-n2c(Cc3cccn3C)nnc2SCC(=O)Nc2cccc(OC)c2)cc1	1	0.76	101	3	92	-5	4	8	-3	nt
O=[N+]([O-])c1cc(C(F)(F)F)cc([N+](=O)[O-])c1NN=C1CCCCC1	1	0.94	87	11	104	2	20	-4	-11	nt

The whole of this part (from the top)
SMILES	FLuc stim CS	NF-kB expr up	STAT3 activator	APP 5'UTR act	STAT1 activator	FLuc inh counter	STAT3 blocker	STAT1 inh	APP transl inh	ROMK primary
Cc1ccc(CNc2ncnc3cc(Cl)ccc23)o1	1.1	0.76	92	10	88	-6	12	13	-10	nt
CCOc1ccc(CNC23CN4CN(CN(C4)C2)C3)cc1	1.1	1.5	99	9	99	-7	3	1	-9	0.077
COc1cccc(CN2CCN(C(=O)c3ccc(-c4ccccc4)cc3)CC2)c1	1.1	0.84	91	9	98	-7	13	2	-9	-0.1
O=C(Nc1cccc(Cl)c1)Nc1ccc2c(c1)C(=O)OC2	1	1.3	90	14	92	1	14	8	-14	-0.14
COc1ccc(-n2c(Cc3cccn3C)nnc2SCC(=O)Nc2cccc(OC)c2)cc1	1	0.76	101	3	92	-5	4	8	-3	nt
O=[N+]([O-])c1cc(C(F)(F)F)cc([N+](=O)[O-])c1NN=C1CCCCC1	1	0.94	87	11	104	2	20	-4	-11	nt
CCNC(=O)CN(C1CCCCC1)S(C)(=O)=O	1	1.1	102	-14	101	-3	0	-1	14	nt
CN1CCN(c2ccc(Cl)cc2NC(=O)c2ccc(=O)n(C)n2)CC1	1.1	1.1	100	8	98	-6	5	2	-8	-0.9
O=C(c1cccs1)N1CCCc2ccccc21	1.1	1.2	106	6	103	-8	-4	-3	-6	nt
CCNc1nc(NC(C)C)nc(OCCOC(=O)c2ccccc2)n1	1	0.93	106	-7	90	-3	-4	8	7	0.12
Fc1ccccc1NC(=S)N/N=C/c1ccccc1Br	1	2.2	108	104	118	5	-10	-19	-104	0.8
COc1ccccc1NS(=O)(=O)c1ccc2oc(SCc3ccc(C#N)cc3)nc2c1	1	0.51	87	8	98	0	19	3	-8	-1.5
O/N=C/c1cc(Br)ccc1OCc1cccc(F)c1	1.1	1.9	101	13	108	-6	9	-8	-13	nt
Cc1cc(N2CCN(c3ccccc3)CC2)nc(-n2nc(C)cc2C)n1	1.1	0.75	87	-1	96	-6	19	5	1	-0.43
O=C1OCC2=C1C(c1ccc3c(c1)OCO3)Sc1ccccc1N2 (configuration not stated)	1	0.88	90	9	84	1	15	18	-9	-0.22
COC(=O)CSc1nc(-c2ccccc2)nc2ccccc12	1	0.84	107	-6	101	0	0	-2	6	0.06
O=C(NCCCCNC(=O)c1c(F)c(F)c(F)c(F)c1F)c1c(F)c(F)c(F)c(F)c1F	1	1.3	100	0	108	-3	3	-9	0	nt
Cc1cc2c(cc1S(=O)(=O)N1CCc3ccccc31)NC(=O)CO2	1.1	1.1	93	-6	94	-7	15	5	6	-0.67
O=C(Nc1ccccc1-c1ccccc1)c1ccc(NC(=O)c2ccco2)cc1	1.1	0.86	100	-5	102	-6	2	-2	5	nt
CSCCC1C(C#N)=C(N)Oc2n[nH]c(-c3cccs3)c21 (configuration not stated)	1.1	1.3	101	10	105	-5	4	-6	-10	-0.14
COc1ccc(-c2c3c(=O)n(C)c(=O)n(C)c3cn2C2CCCCC2)cc1	1.1	0.93	110	-8	97	-7	-9	3	8	nt
COc1ccc(C(C(=O)NC2CCCC2)N2CCc3ccccc32)cc1 (configuration not stated)	1	1	109	-1	100	-1	-10	0	1	nt
COc1ccc(CCNC(=O)/C=C/c2ccc(C)cc2)cc1OC	1	1.4	91	-7	100	-4	17	0	7	0.91
O=c1[nH]c2c(c3c1CCCC3)CCCC2	1	1	102	-3	88	-1	1	13	3	nt
CC(Sc1nnc2c(n1)C1CCC2(C)C1(C)C)C(=O)Nc1ccccc1 (configuration not stated)	1	1.2	101	14	102	-3	-6	-2	-14	nt
COC(=O)c1c(NC(=O)CN2CCC3(O)CCCCC3C2c2ccc(F)cc2)sc(C)c1C (configuration not stated)	1.1	0.81	117	-12	104	-7	-19	-5	12	-0.44
CCOc1cc(/C=N/NC(=O)OC)ccc1OCCSc1ccc(Cl)cc1	1.1	1.2	103	-11	108	-6	-3	-9	11	-0.011
CCn1c2ccccc2c2cc(/C=N/n3cnnc3)ccc21	1	0.81	89	-4	105	-4	18	-6	4	nt
CCCCN1C(=O)c2ccc(C(=O)Nc3c(N)n(CCCC)c(=O)n(C)c3=O)cc2C1=O	1	1.1	103	7	106	-2	3	-5	-6	nt
O=C(NCCO)Nc1ccc2nc(-c3ccco3)c(-c3ccco3)nc2c1	0.9	0.8	105	-3	92	10	-4	9	2	nt
O=C1C2=C(C(c3ccccc3)=NCCN2)C(c2cccc([N+](=O)[O-])c2)N1c1ccccc1 (configuration not stated)	1	nt	97	-2	100	-2	9	-2	2	nt
COC(=O)COc1cccc(NS(=O)(=O)c2cccc([N+](=O)[O-])c2)c1	1	1.1	97	26	94	-5	10	4	-26	-0.3
Cc1ccc(OCC(=O)Nc2ccccc2Sc2ccc(Cl)cc2)c([N+](=O)[O-])n1	1.1	0.71	100	-6	89	-6	-1	12	6	nt
CC(CN1CCN(c2ccccc2)CC1)c1ccccc1 (configuration not stated)	1.1	1.6	101	20	96	-8	6	5	-20	-0.062
O=C(NCCCn1ccnc1)C(=O)NCC1OCCCN1S(=O)(=O)c1ccccc1 (configuration not stated)	1	1	99	11	99	-4	-1	3	-11	0
COc1ccc(-n2c(C)cc(C(=O)CN3C(=O)NC4(CCc5ccccc54)C3=O)c2C)cc1 (configuration not stated)	1.2	0.7	116	-2	107	-15	-19	-8	2	nt
C/C(CC(=O)Nc1ccccc1C)=N\NC(=O)Cc1csc(N)n1	1	1.3	104	26	104	-4	0	-4	-26	nt
COc1cnn(-c2ccccc2)c(=O)c1N(C)C	1	1.2	94	-3	87	-3	11	5	3	0.14
CCOc1ccc(C=Nc2cccc3ncccc23)cc1	0.8	1.4	149*	-33	93	21	-59	6	33	-0.24
CCOC(=O)C(C)Sc1nnc(Cc2cc(=O)[nH]c(=O)[nH]2)n1-c1ccc(Cl)cc1 (configuration not stated)	1.1	1.2	94	-4	100	-6	12	0	4	nt
CCC(C)c1ccc(NC(=S)Nc2ccc(OC)cc2C)cc1 (configuration not stated)	0.9	1.1	105	23	102	6	-3	-2	-23	nt
COc1ccc(CCNC(=O)c2cc(-c3ccccc3OC)on2)cc1OC	1.1	1.1	85	-6	103	-5	27	-3	6	nt
CCOc1ccc(NC(=O)CSc2nnc(CCNC(=O)c3ccc(OC)cc3)n2C)cc1	0.8	1.5	100	-3	96	16	5	5	3	0.078
C=CCNC(=S)Nc1cc(Cl)ccc1OC	1	1.2	106	-1	98	-3	-5	3	1	0.48
O=C(N/N=C/c1ccccc1)c1n[nH]c2c1CCCC2	0.3	1	58	105	102	75*	56*	-5	-105	0.014
COc1cc(/C=C/C(=O)OCC(=O)N2CCN(C(=O)c3ccco3)CC2)ccc1O	1	1	91	17	96	-4	12	4	-17	-0.57
Cc1ccccc1NC(=O)c1cc(S(=O)(=O)c2ccccc2)ccc1Cl	1.1	1.1	101	-3	106	-5	-1	-6	2	0.86
CC1CCCCN1CCn1c(=S)[nH]c2ncccc2c1=O (configuration not stated)	1.1	1	92	0	97	-10	16	3	0	0.2
CS(=O)(=O)c1ccc2nc(N)sc2c1	1	1	102	25	104	0	8	-5	-25	nt
CC(C)Cc1nnc(NC(=O)c2ccncc2)s1	1.1	0.97	102	1	104	-5	2	-5	-1	nt
Cc1ccc(C(=O)NCC(=O)O)s1	1	1.2	100	5	99	-5	9	1	-5	0.96
CC(C)(Oc1ccc(CCNC(=O)c2ccc(Cl)cc2)cc1)C(=O)O	1	1.4	104	13	99	2	-2	1	-13	nt
O=C(O)C1CCN1C1CCCCC1 (configuration not stated)	1.1	1.1	102	4	102	-8	1	-3	-4	nt
CC1CC2(CCCCC2)Nc2c1ccc1ccccc21 (configuration not stated)	1.1	1.1	104	-1	106	-6	-3	-5	1	0.2
CCOCCCNC(=O)c1cc(=O)n(Cc2cccc(C)c2)c2ccccc12	1.1	0.88	99	-8	93	-5	8	7	8	0.3
O=C(O)c1ccc(/C=N/N2CCN(Cc3ccccc3)CC2)cc1	1.1	1.2	103	-20	100	-6	-6	3	20	-0.31
OC(CCN1CCCC1)(c1ccccc1)C1CCCCC1 (configuration not stated)	1.1	1.5	91	13	101	-6	12	-1	-13	nt
N/C(=N\OC(=O)CCCOc1ccccc1)c1ccncc1	1.1	1.2	102	-1	99	-6	7	2	1	-0.38
CC(C(=O)Nc1ccc(C#N)cc1)N(C)CC(=O)Nc1cccc(F)c1 (configuration not stated)	1.1	0.97	99	-29	91	-5	4	9	29	0.68
CC1(C)CC(=O)C=C(NCc2cccs2)C1	1.1	1.1	107	-6	98	-5	-3	3	6	nt
Remaining list, next part:
SMILES	FLuc stim CS	NF-kB expr up	STAT3 activator	APP 5'UTR act	STAT1 activator	FLuc inh counter	STAT3 blocker	STAT1 inh	APP transl inh	ROMK primary
CN1CCc2c1nc1ccccc1c2N=C1CCCN1Cc1ccccc1	1	0.96	104	21	87	-4	0	14	-21	-2.4
Clc1cccc(-c2ccc(/C=N/n3cnnc3)o2)c1Cl	1	0.96	83	10	96	1	24	-2	-10	nt
CCOC(=O)c1c(NC(=O)c2ccc(N3C(=O)[C@@H]4[C@H](C3=O)[C@H]3C=C[C@@H]4C3)cc2)sc2c1CCCC2	1	0.51	103	-14	95	-3	0	6	14	nt
CCS(=O)(=O)c1ccc(NC(=O)c2ccccc2Cl)c(O)c1	1	1	92	-17	103	-1	19	-3	17	nt
CN(C)c1nc(NS(=O)(=O)c2ccc(Cl)cc2)nc(N(C)C)n1	1.1	0.81	103	0	96	-5	-1	4	0	0.075
Cc1ccc(C(=O)Nc2ccc(O)c(C(=O)O)c2)o1	1	0.91	102	14	94	2	1	6	-14	nt
Cc1cc(Br)c2c(c1)C(O)(N1CCCCC1C)C(=O)N2 (configuration not stated)	1.1	0.99	105	34	103	-7	3	-3	-34	-0.72
CC1CCCCC12NC(=O)N(CC(=O)NCc1ccc3c(c1)OCO3)C2=O (configuration not stated)	1	0.98	97	5	102	-5	8	-1	-5	-0.64
CC1CN(c2nc3c(c(=O)n(Cc4ccc(Cl)c(Cl)c4)c(=O)n3C)n2C)CC(C)O1 (configuration not stated)	1	1.1	101	10	102	-1	1	-2	-10	-0.57
